Gli-Sufu antag: blocks Gli-Sufu signaling in a luciferase reporter. hit rate 0.74% among 340,000. Sufu-KO-LIGHT fibroblasts, Gli luciferase reporter luminescence. inhibition, % at 5 µM;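 active means inhibition above about 55%, limit read from the data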;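 further: 0% = DMSO-treated cells and 100% = wells with medium but no cells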
CXCR6 inh: blocks human CXCR6 beta-arrestin recruitment | O00574 | CHO-K1 PathHunter CXCR6 beta-arrestin, luminescence | inhibition, % at 20 µM | hit rate 0.36% among 360,000 | AID 602244; in the data active means inhibition above about 34%, passing the limit was not always enough;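 further: antagonist mode with CXCL16 agonist at 10 nM final; 0% = 10 nM CXCL16 with DMSO and 100% = unstimulated wells without agonist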
Target sequence (O00574 whole entry, looked up): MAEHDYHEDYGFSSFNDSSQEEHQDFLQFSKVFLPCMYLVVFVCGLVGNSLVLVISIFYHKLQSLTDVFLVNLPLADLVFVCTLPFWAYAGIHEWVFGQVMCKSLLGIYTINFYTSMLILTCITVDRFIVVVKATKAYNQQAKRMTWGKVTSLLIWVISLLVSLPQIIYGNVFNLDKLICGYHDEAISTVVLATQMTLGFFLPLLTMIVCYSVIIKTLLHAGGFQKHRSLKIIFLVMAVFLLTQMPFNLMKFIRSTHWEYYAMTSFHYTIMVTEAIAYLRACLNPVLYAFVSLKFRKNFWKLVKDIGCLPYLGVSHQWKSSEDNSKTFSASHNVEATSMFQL
NR3A LBD binder: modulators (binders) of human NR3A ligand-binding domain. Tm shift relative to glycine control, % at 25 µM. hit rate 2.5% among 340,000. NR3A LBD differential scanning fluorimetry, Tm shift; 0% = protein alone, 100% = glycine-bound protein;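 active means melting temperature shift of at least 10% of the positive control shift, at one fixed dose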
A3G deaminase: inhibitors of human APOBEC3G DNA deaminase; inhibition, % at 20 µM; hit rate 0.28% among 330,000; Q9HC16; recombinant A3G, ssDNA deamination FAM/TAMRA fluorescence;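 active means inhibition of at least 40% at 20 µM, with no more than 30% in the related APOBEC3A deaminase screen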;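 further: plate controls were DMSO wells with A3G for no effect and wells lacking A3G enzyme for full effect; some compounds called inactive have numbers as strong as hits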
Target sequence (Q9HC16 whole entry, looked up): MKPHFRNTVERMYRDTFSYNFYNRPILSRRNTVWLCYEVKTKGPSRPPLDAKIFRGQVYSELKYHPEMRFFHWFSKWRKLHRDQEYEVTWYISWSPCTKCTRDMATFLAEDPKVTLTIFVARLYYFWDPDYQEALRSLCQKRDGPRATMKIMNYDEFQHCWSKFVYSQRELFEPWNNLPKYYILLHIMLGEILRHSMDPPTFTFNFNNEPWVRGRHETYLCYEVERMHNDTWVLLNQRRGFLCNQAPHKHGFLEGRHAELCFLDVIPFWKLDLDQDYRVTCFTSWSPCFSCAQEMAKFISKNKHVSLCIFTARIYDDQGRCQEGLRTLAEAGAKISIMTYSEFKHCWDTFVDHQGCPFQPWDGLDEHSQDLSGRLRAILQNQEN
EBI2 block: blocks human EBI2 receptor beta-arrestin signaling | P32249 | EBI2 beta-arrestin recruitment, luminescence, 7a,25-OHC stimulated | inhibition, % at 5 µM | hit rate 0.81% among 360,000 | AID 651636; in the data active means inhibition above about 38%;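 further: enzyme fragment complementation signal reports receptor beta-arrestin coupling in cells; 0% = agonist plus DMSO wells and 100% = wells without agonist; some results beyond the cut were filed as inactive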
MPTP inh: blocks calcium-induced mitochondrial swelling. hit rate 1.4% among 360,000. inhibition, % at 10 µM. AID 602449. isolated mouse mitochondria, Ca2+ swelling absorbance, 30 min;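 active means inhibition of 50% or more, scaled per plate between neutral and stimulator controls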;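 further: 0% = DMSO wells given calcium and 100% = 1 mM EGTA wells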
A3A deaminase: inhibitors of human APOBEC3A DNA deaminase; hit rate 0.41% among 330,000; P31941; AID 493011; inhibition, % at 20 µM; recombinant A3A, FAM/TAMRA ssDNA deamination fluorescence;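 active means at least 40% inhibition at 20 µM here, with at most 30% in a related deaminase screen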;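 further: plate controls were A3A with DMSO for no effect and wells lacking A3A enzyme for full effect; some results filed as inactive read as strong as hits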
Target sequence (P31941 whole entry, looked up): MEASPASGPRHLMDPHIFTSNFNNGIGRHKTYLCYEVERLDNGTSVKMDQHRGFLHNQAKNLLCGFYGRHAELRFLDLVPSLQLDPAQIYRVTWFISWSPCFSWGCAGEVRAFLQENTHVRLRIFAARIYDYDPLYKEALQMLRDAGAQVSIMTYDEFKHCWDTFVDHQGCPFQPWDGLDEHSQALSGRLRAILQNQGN
CCR6 antagonist: antagonists of human CCR6 receptor | CHO-K1 CCR6 PathHunter beta-arrestin, luminescence, CCL20-stimulated | inhibition, % at 20 µM | P51684 | hit rate 0.49% among 340,000;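 active means compounds whose inhibition of the agonist-driven luminescence signal at 20 µM reaches about 50%, limit read from the data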;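 further: cells stimulated with CCL20 at 14 nM final; plate controls were DMSO with CCL20 for no effect and DMSO without agonist for full effect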
Active calls of the source: *; . = no result given.

SMILES	Gli-Sufu antag	CXCR6 inh	NR3A LBD binder	A3G deaminase	EBI2 block	MPTP inh	A3A deaminase	CCR6 antagonist
COc1nnc(OC)c2ccccc12	7	1	-2	-6	-2	-1.5	-2	0
CCOC(=O)C1CCCN(CCC(=O)Nc2cc(C)ccc2C)C1 (centres undefined)	2	-1	0	-7	-2	1.6	0	-10
Cc1cccn2c(=O)c3cc(C(=O)NCc4ccco4)c(=N)n(C4CCCCC4)c3nc12	45	14	-1	-1	20	1.0	8	17
O=C(COC(=O)C1C2CC3OC(=O)C1C3C2)Nc1cccc(Cl)c1 (centres undefined)	10	6	-2	-17	4	-0.5	-1	11
Fc1ccc(-n2c(-c3cccs3)nc3nc4ccccc4nc32)cc1	4	4	-9	-5	-11	5.8	0	16
CC(NC(=O)c1cc2c(s1)CS(=O)(=O)C2)c1ccccc1 (centres undefined)	-14	-3	2	-2	1	0.0	1	-8
O=C1NC(Cc2c[nH]c3ccccc23)C(=O)N1Cc1ccc(CN2C(=O)NC(Cc3c[nH]c4ccccc34)C2=O)cc1 (centres undefined)	-22	-6	0	3	32	1.9	7	-3
O=C(NCCCN1CCCC1=O)C1CCCO1 (centres undefined)	20	3	-1	-8	6	-4.7	-1	9
O=C(COc1ccc(F)cc1Cl)NC1CCCCCC1	-76	-6	-3	-2	9	-0.6	0	26
Cc1ccc(NC(=O)CN(C)C(=O)c2cc3c(s2)CCCCC3)cc1	-5	-1	-2	3	-4	-0.6	0	9
O=C(Nc1ccc(F)cc1)c1cccc2c1C(=O)N(Cc1ccccn1)C2	0	1	-2	1	13	0.8	6	20
Cc1ccc(C(=O)N[C@H](C(=O)OCc2cc(=O)oc3cc(C)ccc23)C(C)C)cc1	-3	-10	-1	2	23	6.0	0	7
CN(C(=S)NC1CCCCC1)C1(c2ccccc2Cl)CCCCC1=O (centres undefined)	-32	-8	-26	-6	14	1.9	-3	29
CC(C)CCNc1nc(N)c([N+](=O)[O-])c(NCCO)n1	-3	2	-1	-11	-10	1.0	0	1
Cc1noc(C)c1CN(C(=S)NC1CC1)c1ccccc1	-2	7	-1	-6	-16	0.1	-6	6

An excerpt of these results, with bars between the fields.
smiles | Gli-Sufu antag | CXCR6 inh | NR3A LBD binder | A3G deaminase | EBI2 block | MPTP inh | A3A deaminase | CCR6 antagonist
O=C(COc1ccc(F)cc1Cl)NC1CCCCCC1 | -76 | -6 | -3 | -2 | 9 | -0.6 | 0 | 26
O=C(Nc1ccc(F)cc1)c1cccc2c1C(=O)N(Cc1ccccn1)C2 | 0 | 1 | -2 | 1 | 13 | 0.8 | 6 | 20
CN(C(=S)NC1CCCCC1)C1(c2ccccc2Cl)CCCCC1=O (centres undefined) | -32 | -8 | -26 | -6 | 14 | 1.9 | -3 | 29

Additional records
SMILES	Gli-Sufu antag	CXCR6 inh	NR3A LBD binder	A3G deaminase	EBI2 block	MPTP inh	A3A deaminase	CCR6 antagonist
CC(C)NC(=O)C1CCN(C(=O)c2ccc(-c3ccccc3)cc2)CC1	-3	-3	0	-5	44*	-6.5	-2	18
Cc1ccc(C(=O)CC(c2cccs2)S(=O)(=O)c2ccc(C)cc2)cc1 (centres undefined)	-21	2	-5	3	23	2.3	5	7
CC(=O)c1ccccc1OCC(O)CNC1CCCC1 (centres undefined)	16	2	1	-2	1	-2.5	-2	-1
N=C(N)n1c(N)nc2ccccc2c1=O	4	-5	-5	-2	-6	0.3	1	7
COc1cc(/C=C(\C#N)C(=O)NCC2CCCO2)c([N+](=O)[O-])cc1OC (centres undefined)	1	-1	1	12	-8	-0.5	25	7
COCCN(C(=O)CSc1nnc(-c2cccs2)n1N)c1c(N)n(Cc2ccccc2)c(=O)[nH]c1=O	-4	-1	1	-6	-15	-2.6	-3	-5
CCCOC(=O)CSc1nc(N)c(C#N)c(CC)c1C#N	14	-6	0	-4	14	0.0	-1	23
O=C(COC(=O)CN1C(=O)C(=O)c2ccccc21)OCN1C(=O)c2ccccc2C1=O	4	3	1	-5	3	4.8	0	3
COc1ccc(-n2cc(-c3ccccc3)c3c(=O)[nH]cnc32)cc1	5	7	-6	-7	6	-26	-2	24
CCC(C)NC(=O)COCc1cc(-c2ccc3c(c2)OCO3)on1 (centres undefined)	22	-3	1	-10	-1	-1.1	-5	18
CC1CCC2(CC1)NC(=O)N(CC(=O)Nc1ccc(C(N)=O)cc1)C2=O (centres undefined)	11	-1	0	-6	4	1.7	-3	-1
COC(=O)COc1ccc(/C=N/NC(=O)c2ccc(N(Cc3ccccc3)S(C)(=O)=O)cc2)cc1	-2	-6	1	1	-1	-12	4	-26
O=C1NNC(c2ccccc2)=N/C1=C\c1ccco1	-16	10	0	7	-19	2.6	9	15
O=C(NCCc1ccccc1)C1CCC(CNS(=O)(=O)c2ccccc2)CC1 (centres undefined)	50	-1	-1	4	0	1.2	-1	13
Cc1cc(S(=O)(=O)Nc2c(C(=O)O)[nH]c3ccccc23)ccc1F	2	-4	-3	0	4	3.7	1	-1
O=c1cc(Cc2nnc(SCc3ccccc3)n2-c2ccc(Cl)cc2)[nH]c(=O)[nH]1	-10	5	-1	0	3	1.2	-1	18
Cc1ccccc1NC(=O)c1cc[n+]([O-])cc1	14	-1	1	-10	-8	0.0	-3	-2
COC(CC(=O)NNC(=S)Nc1ccc(Cl)cc1)OC	-1	-6	1	-3	-6	5.5	0	10
CCC(C)N1CC(O)=C(c2nc3ccccc3[nH]2)C1=N (centres undefined)	-29	-2	7	-4	-8	-1.5	-5	3
Cc1ccc(S(=O)(=O)c2ccccc2)cc1S(=O)(=O)N1CCOCC1	6	-5	0	-8	-6	-0.1	-4	-4
CN1CCN(S(=O)(=O)c2cccc(C(=O)N(c3ccccn3)C3CCCCC3)c2)CC1	25	-3	1	4	-4	1.3	1	-4
Cc1ccc(-n2c(SCC(=O)NC3CCCCC3)nc3c(c2=O)SCC3)cc1	10	5	-1	-4	-1	-1.7	-3	22
O=C(Nc1ncccn1)C1CCCCC1	-2	8	-1	-8	-5	-1.5	2	7
NC(=O)C1(Nc2ccc(-c3ccc(Br)cc3)cc2)CCCC1	-40	-8	-12	.	-7	0.4	.	17
Cc1cccc(OCC(=O)OC2CCN(C)CC2)c1	7	-5	1	-8	-5	3.9	-3	10
COc1cccc(NC(=S)NCCN2CCOCC2)c1	-7	-8	-3	-3	-5	1.2	2	-6
CCO[C@H]1OC(C(=O)Nc2ccccc2)=C[C@@H](C2CC2)[C@@H]1CCCO	20	-4	-2	-2	-7	-1.5	0	1
O=C(NNC(=O)c1ccccc1Cl)c1ccc2c(c1)OCCO2	-37	-4	1	-6	-19	-1.4	0	15
COc1ccc(Cn2nnnc2C(c2cccs2)N2CCN(c3ccccc3)CC2)cc1 (centres undefined)	8	0	-10	-2	14	3.5	0	20
COc1ccc(OC)c(NC(=O)c2cc(-c3c(C)cc(C)cc3O)n[nH]2)c1	3	-7	7	-21	38	2.0	-3	-14

2 of the compounds above, with two lines to a compound:
Value order – Gli-Sufu antag, CXCR6 inh, NR3A LBD binder, A3G deaminase, EBI2 block, MPTP inh, A3A deaminase, CCR6 antagonist
- CCC(C)N1CC(O)=C(c2nc3ccccc3[nH]2)C1=N (centres undefined)
→ -29, -2, 7, -4, -8, -1.5, -5, 3
- Cc1ccc(S(=O)(=O)c2ccccc2)cc1S(=O)(=O)N1CCOCC1
→ 6, -5, 0, -8, -6, -0.1, -4, -4

The results go on.
SMILES	Gli-Sufu antag	CXCR6 inh	NR3A LBD binder	A3G deaminase	EBI2 block	MPTP inh	A3A deaminase	CCR6 antagonist
O=C(c1cnn2c(C(F)(F)F)cc(-c3ccc4c(c3)OCO4)nc12)N1CCCC1	3	5	-1	1	6	1.7	0	34
CC(C)(C)NC(=O)CSc1nnc(C2CC2)n1-c1ccccc1	26	-1	1	-6	-4	0.1	5	5
O=S(=O)(Nc1cccnc1)c1ccc(Cl)c(C(F)(F)F)c1	.	7	-1	-6	-11	3.9	-3	21
CCOC(=O)[C@H]1[C@H]2COc3ccc(Cl)cc3[C@@H]2N2C(=O)c3cc(Cl)ccc3NC(=O)[C@@]12C	17	-1	-14	-3	-13	-0.9	6	5
CCN(CC)C(=O)c1sc(NC(=O)Cc2ccc(OC)cc2)c(C#N)c1C	3	6	0	3	-10	-5.7	-1	-21
COc1ccc(-c2nnc(CSc3nnc(-c4ccncc4)n3C3CCCCC3)o2)cc1OC	3	0	-5	-4	8	4.6	1	6
O=C(NCc1ccccc1Cl)C1CC(=O)N(Cc2ccccc2)C1 (centres undefined)	-1	-1	2	0	0	0.2	-7	2
Cc1ccc2[nH]c3c(=O)n(Cc4ccncc4)cnc3c2c1	-2	3	0	0	0	-3.1	7	5
CN(CC(=O)Nc1ccccc1Br)C(=O)c1ccccc1OCc1ccc(Cl)cc1	12	3	0	.	5	-0.5	.	15
O=C(C1CCCCN1S(=O)(=O)c1ccccc1)N1CCCCC1 (centres undefined)	-4	10	-1	-3	5	-1.4	2	-3
COc1ccc(CCNC(=O)CCCNC(=O)Cn2cnc3sc(C)c(C)c3c2=O)cc1OC	-18	2	-1	-2	11	-0.9	1	-5
O=C1CN(C(=O)COC(=O)c2ccc(C(F)(F)F)cc2)c2ccccc2N1	1	-5	-2	-7	3	-0.7	-1	4
O=C(N/N=C/c1ccc(-c2ccccc2C(=O)O)o1)c1cccs1	2	3	0	20	-7	-1.6	46*	10
CCN(CC(=O)Nc1ccccc1OC)C(=O)CSCc1c(C)noc1C	-4	-2	2	-2	-3	1.5	9	6
COc1ccc(OCc2nnc(SCC(=O)NNC(=O)c3ccc(C)cc3)n2C)cc1	-7	8	0	-4	9	3.8	-1	4
CCC(C)[C@H](N)c1cn([C@@H](Cc2cc3ccccc3[nH]2)C(=O)N2CCNCC2)nn1 (some centres undefined)	-5	0	3	-9	-10	0.8	-8	2
COc1ccc(S(=O)(=O)N2CCC(C(=O)N3CCc4ccccc4C3)CC2)cc1	-2	-9	2	-5	25	-7.3	-13	3
COc1cc(SC)ccc1C(=O)NCCNC(=O)c1nonc1N	3	0	-2	-11	0	-0.4	-4	0
O=C(NCC(c1ccco1)N1CCCC1)c1sc2cc(F)ccc2c1Cl (centres undefined)	8	2	1	-1	-2	-0.4	0	17
OC(CNCC1CCCO1)Cn1c2ccc(Cl)cc2c2cc(Cl)ccc21 (centres undefined)	-1	-3	-3	0	-14	3.0	0	21
N#Cc1nn(-c2ccccc2)nc1N1CCCCC1	-11	1	2	-6	9	1.0	-4	23
CCCN1CCN(C(=O)Cn2c(=O)oc3cc(S(=O)(=O)NCc4ccccc4)ccc32)CC1	7	-9	0	-2	4	-1.7	2	0
Cc1ccc(N2CC(c3nc4ccccc4n3C)CC2=O)cc1 (centres undefined)	11	2	2	4	-10	-0.8	2	3
C/C(=N\NC(=O)c1nnn(-c2nonc2N)c1C)c1ccc(-c2ccccc2)cc1	-1	3	0	-3	9	-1.6	3	12
COc1ccc(NC(=S)N2CCN(C(=O)C3CCCO3)CC2)c(OC)c1 (centres undefined)	-8	-2	-6	2	2	-0.9	-3	2
CC(=O)Nc1cccc(NC(=O)Cc2cccs2)c1	-8	-3	-4	-4	4	0.7	0	-7
C/C(Cl)=C\COc1cc(C)nc2c(Br)cccc12	5	-1	-3	-1	5	0.2	-2	-8
N#Cc1c(N2CCN(C(=O)c3ccccc3)CC2)nc(-c2ccccc2)c2c1CCCC2	-34	10	-12	-2	10	3.4	-1	50*
Cc1cc(C)cc(NC(=O)CN2CCN(CCN=CC3=C(O)CC(c4ccc(Cl)cc4)CC3=O)CC2)c1 (centres undefined)	20	-3	-4	-4	3	0.3	-1	12
CN(C(=S)Nc1ccc(F)cc1)C(c1ccccc1)c1ccccc1	6	-9	-1	-3	-21	2.7	0	8
CCOC(=O)c1cnc(Nc2nc3ccccc3o2)nc1CSc1nnc(C)s1	-48	23	-1	-8	11	-1.2	-4	16
O=C(COc1ccc(S(=O)(=O)N2CCOCC2)cc1)Nc1ccccc1C(F)(F)F	39	-4	-2	-6	-9	-2.0	-3	-9
Cc1cnn(C(=S)NCCc2ccccc2)c1	-72	7	-9	-4	2	0.6	4	19
Cc1cc(C)c2[nH]c(=O)c(C(c3nnnn3Cc3ccc4c(c3)OCO4)N3CCCCC3)cc2c1 (centres undefined)	5	-6	0	-7	-2	-1.7	-7	0

From PubChem BioAssay
